HUVEC inhibit = human endothelial cell proliferation inhibition | AID 648 | viability, % at 10 µM (by protocol) | HUVEC proliferation, CellTiter-Glo luminescence, 72 h; hits give low values | actives 1.1% (n = 86,000);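 active means viability at or below 30%; inactive means viability above 30%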;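 further: 100% = median luminescence of DMSO-only cell control wells on each plate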
ERa SRC1 pot = ER-alpha (human) coactivator binding potentiation; P03372; TR-FRET ERalpha-LBD/SRC-Cy5 coactivator binding, 2 h; 100 = basal binding, no effect; coactivator binding (% of control), % at 25.6 µM; actives 1.3% (n = 86,000); in the data active means activity above about 200%;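 further: binding measured in presence of low estradiol as agonist stimulus; 0% = peptide alone without receptor and 100% = receptor with peptide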
Target sequence (P03372 whole entry, looked up, the tested form may be a part): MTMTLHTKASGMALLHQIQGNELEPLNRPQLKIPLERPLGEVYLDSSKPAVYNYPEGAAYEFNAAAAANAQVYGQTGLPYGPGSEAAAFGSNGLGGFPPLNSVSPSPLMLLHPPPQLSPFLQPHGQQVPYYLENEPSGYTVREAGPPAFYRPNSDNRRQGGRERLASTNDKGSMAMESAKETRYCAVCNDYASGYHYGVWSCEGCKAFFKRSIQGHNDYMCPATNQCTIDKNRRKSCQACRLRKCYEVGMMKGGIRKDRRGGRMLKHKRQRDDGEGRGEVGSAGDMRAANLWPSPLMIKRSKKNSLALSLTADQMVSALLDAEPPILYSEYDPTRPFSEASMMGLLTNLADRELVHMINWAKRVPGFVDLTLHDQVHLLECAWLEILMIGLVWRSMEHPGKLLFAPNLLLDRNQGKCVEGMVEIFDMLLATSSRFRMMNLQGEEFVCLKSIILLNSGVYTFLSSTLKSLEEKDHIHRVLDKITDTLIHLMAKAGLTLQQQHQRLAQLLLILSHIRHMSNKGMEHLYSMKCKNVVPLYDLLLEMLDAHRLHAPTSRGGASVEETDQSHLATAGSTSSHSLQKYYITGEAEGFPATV
H69AR inhibit = growth inhibitors of human H69AR lung tumor cells | H69AR lung tumor viability, ATP luminescence, 72 h; hits give low values | viability, % at 10 µM | actives 6% (n = 85,000) | AID 598;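 active means viability at or below 40%; inactive means viability above 40%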;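 further: multidrug resistant small cell line overexpressing MRP-1 efflux transporter; 100% = mean luminescence of untreated control wells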
ERb coact inh = ER-beta (human) coactivator binding inhibition. Q92731. TR-FRET ER-beta LBD / SRC1-Cy5 peptide binding; receptor agonist-loaded with 1 µM estradiol. inhibition, % at 25.6 µM. actives 1.3% (n = 86,000). AID 633;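 active means compounds whose percent inhibition of the receptor-coactivator binding signal exceeds about 50% in the single-dose screen, limit read from the data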;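 further: 0% = receptor plus peptide wells without compound and 100% = peptide-only wells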
Lung fibro prol = blocks proliferation of human lung fibroblasts; actives 1.1% (n = 85,000); viability, % at 10 µM; LL 47 human lung fibroblast viability, ATP luminescence; hits give low values; AID 719;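 active means viability at or below 50% in the single dose screen; inactive means viability above 50%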;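 further: compound exposure lasted 72 h before the ATP readout; 100% = median luminescence of untreated cell-only wells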
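Times – overnight cell rest, 72 h compound treatment at 37 °C · Test system – human lung fibroblast line LL 47, low passage · Amount – 1,150 cells in each well · Controls – cell-only wells, no compound · Doses – 0.1% DMSO in all compound wells · Measured by – CellTiter-Glo luminescence · Buffer or medium – IMEM plus 15% FBS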
CD11b adhes enh = CD11b/CD18-fibrinogen binding enhancement; P05107+P11215; K562 CD11b/CD18 adhesion to fibrinogen, ATPlite luminescence; activation, % at 10 µM; actives 0.07% (n = 93,000); AID 1499;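 active means 10 µM primary screen giving 50% or more activity, confirmed by 40% or more on retest at that dose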; further: strong numbers were not always called active
Smad3 FoxH1 inh = Smad3 (human) transcription factor binding inhibition. actives 0.29% (n = 88,000). TR-FRET Smad3/Dy647-FoxH1 peptide binding, europium anti-His. inhibition, % at 25 µM. AID 630;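 active means compounds that reduce the energy-transfer binding signal between the protein and its labelled peptide by more than half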;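 further: 0% = Smad3 plus labelled peptide maximal FRET and 100% = peptide-only background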
Target sequence (P84022 whole entry, looked up): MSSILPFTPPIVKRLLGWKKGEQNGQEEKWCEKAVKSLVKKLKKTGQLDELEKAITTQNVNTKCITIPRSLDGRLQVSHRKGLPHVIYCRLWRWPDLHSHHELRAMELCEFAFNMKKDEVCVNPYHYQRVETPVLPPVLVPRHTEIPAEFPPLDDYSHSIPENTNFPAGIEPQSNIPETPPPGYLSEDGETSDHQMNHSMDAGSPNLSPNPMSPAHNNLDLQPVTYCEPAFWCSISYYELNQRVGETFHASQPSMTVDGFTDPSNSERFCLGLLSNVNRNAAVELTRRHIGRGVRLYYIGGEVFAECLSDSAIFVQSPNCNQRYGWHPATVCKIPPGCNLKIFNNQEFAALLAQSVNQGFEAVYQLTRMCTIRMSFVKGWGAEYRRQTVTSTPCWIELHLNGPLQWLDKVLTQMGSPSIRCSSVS
ERa coact inh = blocks coactivator binding to human estrogen receptor alpha; inhibition, % at 25.6 µM; actives 1.7% (n = 86,000); P03372; TR-FRET ER-alpha LBD / SRC-1 peptide, estradiol-bound; AID 629; in the data active means inhibition above about 50%;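 further: 0% = receptor plus peptide control and 100% = peptide only without receptor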
MT1-MMP txn act = MT1-MMP promoter transcription activation; HT1080 MT1-MMP promoter luciferase reporter, luminescence, overnight; hits give high values; activation factor at 10 µM; actives 0.16% (n = 86,000); AID 750;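 active means activation factor of at least 2 for MT1-MMP transcription at 10 µM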
Active calls of the source: *; / = not tested or not shown; [ ] = dose if it differs, or a comment. A portion of the library; rates above refer to the full screens.

Keys – A = HUVEC inhibit; B = ERa SRC1 pot; C = H69AR inhibit; D = ERb coact inh; E = Lung fibro prol; F = CD11b adhes enh; G = Smad3 FoxH1 inh; H = ERa coact inh; I = MT1-MMP txn act
O=C(NCC1COc2ccccc2O1)C1CCCN(S(=O)(=O)c2cnc[nH]2)C1 (centres undefined)
  A = 95; B = 98[fluorescence artefact?]; C = 99; D = 30[fluorescence artefact?]; E = 96; F = -5; G = -4; H = 9; I = 1.1

O=C(CN(c1ccccc1)S(=O)(=O)c1ccccc1)N1CCN(Cc2ccc3c(c2)OCO3)CC1
  A = 85; B = 108; C = 78; D = 3; E = 97; F = 6; G = 6; H = -2; I = 1.2

N=c1c2c(ncn1CCN1CCOCC1)Oc1ccc3ccccc3c1C2c1ccccc1 (centres undefined)
  A = 6.1*; B = 86; C = 2.3*; D = -11; E = 64; F = 0; G = -3; H = 26; I = 1

CC1(C)CC(=O)C(C(c2ccco2)C2C(=O)CC(C)(C)CC2=O)C(=O)C1
  A = 98; B = 96; C = 98; D = -14[fluorescence artefact?]; E = 98; F = 6; G = 1; H = -5; I = 1.2

CCOC(=O)C1C(=O)NCC2CCCC21 (centres undefined)
  A = 94; B = 96; C = 100; D = -5; E = 105; F = -5; G = 6; H = -4; I = 1.2

Oc1ccc2nc(Cc3ccccc3)[nH]c2c1
  A = 83; B = 100; C = 112; D = 4; E = 99; F = 1; G = 3; H = -21; I = 1.3

CCOc1ccc(OCc2ccc(C(=O)Nc3ccc(Cl)cn3)o2)cc1
  A = 110; B = 109[fluorescence artefact?]; C = 84; D = -6; E = 98; F = 0; G = 3; H = -38; I = 1.3

Cc1ccc(/C=N/n2cnc3sc(-c4ccccc4)cc3c2=O)o1
  A = 94; B = 102; C = 80; D = 5[fluorescence artefact?]; E = 107; F = 0; G = 8; H = -4; I = /

O=C(O)c1cccc(S(=O)(=O)NCc2cccs2)c1
  A = 108; B = 84; C = 88; D = 3; E = 108; F = -1; G = 2; H = 6; I = 1.3

CCC1(CC)C(=O)N(C)C(=O)NC1=Nc1ccc(OC)cc1
  A = 104; B = 100; C = 111; D = 11; E = 113; F = -1; G = 5; H = -4; I = 1.1

COc1ccccc1NC(=O)CSc1ncn(-c2ccccc2)n1
  A = 86; B = 109; C = 88; D = -12; E = 93; F = -3; G = 6; H = 2; I = 1

COc1ccc(-c2noc(CCC(=O)NC3CCCCC3)n2)cc1OC
  A = 99; B = 112; C = 82; D = -3; E = 108; F = 2; G = 3; H = -11; I = 1.2

CC(=O)c1ccc(NC(=O)Nc2ccc(Cl)cc2)cc1
  A = 96; B = 83; C = 75; D = 1; E = 109; F = -2; G = 10; H = 0; I = 1.6

COc1ccc(OCC(=O)c2c(O)c3ccccc3oc2=O)cc1
  A = 86; B = 81; C = 91; D = 7[fluorescence artefact?]; E = 98; F = -2; G = 1; H = -58; I = 1.1

O=C(Nc1ccc(Cl)c(Cl)c1)C1=Cc2ccccc2OC1
  A = 35; B = 106; C = 16*; D = 1[fluorescence artefact?]; E = 92; F = -2; G = -2; H = 3; I = 1.6

CCOC(=O)C1CCN(C(=O)CSC2=NCCS2)CC1
  A = 92; B = 124; C = 95; D = 3; E = 94; F = -2; G = -2; H = 16; I = 1.3

CCCn1c(N)c(C(=O)CSc2nnc(C)n2Cc2ccccc2)c(=O)n(C)c1=O
  A = 91; B = 96; C = 85; D = -1; E = 92; F = -2; G = -5; H = -1; I = 1.1

O=C(CSc1nnc(-c2ccccc2NC(=O)c2ccccc2)o1)OC1CCCCC1
  A = 85; B = 156[fluorescence artefact?]; C = 52; D = 5[fluorescence artefact?]; E = 104; F = /; G = 5[fluorescence artefact?]; H = 0[fluorescence artefact?]; I = 1.3

CCOc1cc2[nH]c(=S)n(CCOC)c(=O)c2cc1OCC
  A = 101; B = 112; C = 100; D = -12; E = 90; F = 3; G = -2; H = -6; I = 1.1

Cc1cccc(CN2CCC(CNC(=O)C3CCCN(S(=O)(=O)c4cnc[nH]4)C3)CC2)c1 (centres undefined)
  A = 91; B = 124[fluorescence artefact?]; C = 98; D = -5[fluorescence artefact?]; E = 109; F = -4; G = -13; H = -3; I = 1

CCN1CCCC1CNC(=O)CSCc1nc(-c2ccccc2C)oc1C (centres undefined)
  A = 97; B = 101; C = 99; D = -4[fluorescence artefact?]; E = 93; F = /; G = 11[fluorescence artefact?]; H = -3; I = 1.1

COc1cccc(C(=O)Nc2nc3ccccc3[nH]2)c1
  A = 68; B = 98; C = 32*; D = 3; E = 60; F = -3; G = 4; H = -13; I = /

COC(CNC(=O)c1ccc2c(c1)nc(C)n2-c1cccc(F)c1)OC
  A = 93; B = 99; C = 96; D = -1; E = 104; F = 1; G = 2; H = 0; I = 1.1

Cc1cc(NC(=O)CSc2nc(-c3ccccc3)cs2)no1
  A = 97; B = 103; C = 109; D = 18; E = 101; F = 1; G = 3; H = -2; I = 1.2

C1CN(c2nc3nonc3nc2N2CCOCC2)CCO1
  A = 89; B = 118; C = 90; D = 7[fluorescence artefact?]; E = 105; F = 2; G = 5; H = 3[fluorescence artefact?]; I = 1.1

An excerpt from above in order of the ERb coact inh value, highest first:
compound | ERa SRC1 pot | ERb coact inh | CD11b adhes enh | Smad3 FoxH1 inh | ERa coact inh | MT1-MMP txn act
Cc1cc(NC(=O)CSc2nc(-c3ccccc3)cs2)no1 | 103 | 18 | 1 | 3 | -2 | 1.2
Oc1ccc2nc(Cc3ccccc3)[nH]c2c1 | 100 | 4 | 1 | 3 | -21 | 1.3
COc1cccc(C(=O)Nc2nc3ccccc3[nH]2)c1 | 98 | 3 | -3 | 4 | -13 | /
COc1ccc(-c2noc(CCC(=O)NC3CCCCC3)n2)cc1OC | 112 | -3 | 2 | 3 | -11 | 1.2

Reprinted at random: 4 entries already listed
Keys – A = HUVEC inhibit; B = ERa SRC1 pot; C = H69AR inhibit; D = ERb coact inh; E = Lung fibro prol; F = CD11b adhes enh; G = Smad3 FoxH1 inh; H = ERa coact inh; I = MT1-MMP txn act
COc1cccc(C(=O)Nc2nc3ccccc3[nH]2)c1
  A = 68; B = 98; C = 32*; D = 3; E = 60; F = -3; G = 4; H = -13; I = /

CCOc1cc2[nH]c(=S)n(CCOC)c(=O)c2cc1OCC
  A = 101; B = 112; C = 100; D = -12; E = 90; F = 3; G = -2; H = -6; I = 1.1

CC(=O)c1ccc(NC(=O)Nc2ccc(Cl)cc2)cc1
  A = 96; B = 83; C = 75; D = 1; E = 109; F = -2; G = 10; H = 0; I = 1.6

C1CN(c2nc3nonc3nc2N2CCOCC2)CCO1
  A = 89; B = 118; C = 90; D = 7[fluorescence artefact?]; E = 105; F = 2; G = 5; H = 3[fluorescence artefact?]; I = 1.1

Full records as entered above. Order of screens: HUVEC inhibit | ERa SRC1 pot | H69AR inhibit | ERb coact inh | Lung fibro prol | CD11b adhes enh | Smad3 FoxH1 inh | ERa coact inh | MT1-MMP txn act
Oc1ccc2nc(Cc3ccccc3)[nH]c2c1 is listed with 83 | 100 | 112 | 4 | 99 | 1 | 3 | -21 | 1.3
CCC1(CC)C(=O)N(C)C(=O)NC1=Nc1ccc(OC)cc1 is listed with 104 | 100 | 111 | 11 | 113 | -1 | 5 | -4 | 1.1

Next results:
Keys – A = HUVEC inhibit; B = ERa SRC1 pot; C = H69AR inhibit; D = ERb coact inh; E = Lung fibro prol; F = CD11b adhes enh; G = Smad3 FoxH1 inh; H = ERa coact inh; I = MT1-MMP txn act
COc1ccccc1C1/C(=C(/O)c2ccccc2)C(=O)C(=O)N1CC(C)C (centres undefined)
  A = 90; B = 102; C = 100; D = 0; E = 102; F = -1; G = 7; H = -18; I = 1.1

COc1ccccc1/C=N/n1c(C)nnc1-n1nc(C)cc1C
  A = 101; B = 114; C = 94; D = 3; E = 106; F = -5; G = -7; H = 5[fluorescence artefact?]; I = 1.1

O=C(O)CN1C(=O)SC(Nc2ccc(C(=O)O)cc2)C1=O (centres undefined)
  A = 98; B = 112; C = 90; D = -10; E = 96; F = -3; G = -6; H = -7; I = 1.2

CCOC(=O)c1sc(-c2ccc(Br)cc2)cc1N
  A = 78; B = 90[fluorescence artefact?]; C = 96; D = 4; E = 100; F = /; G = 0; H = 11; I = 1.7

CCn1c(CNC(=O)c2cccs2)nnc1SCC(=O)NCCc1ccccc1
  A = 93; B = 100; C = 91; D = -1; E = 97; F = -2; G = 10; H = -2; I = /

O=C(O)c1ccccc1OCCOCCOc1ccccc1C(=O)O
  A = 106; B = 114; C = 101; D = -3; E = 116; F = 7; G = -9; H = -1; I = 1.1

CCC(=O)N1C(C(=O)N2CCCC2)CSC1c1ccc(OC)cc1 (centres undefined)
  A = 95; B = 120; C = 83; D = -7; E = 93; F = /; G = -2; H = -8; I = 1.1

Cc1nc(Nc2ccc3c(c2)OCCO3)c2nnn(Cc3ccccc3Cl)c2n1
  A = 30*; B = 122; C = /; D = 4; E = 98; F = 2; G = 3; H = -3; I = 1.3

Cc1ccc(OCC(=O)NCc2ccco2)cc1C
  A = 86; B = 139; C = 71; D = 5; E = 91; F = 2; G = -10; H = -2; I = 1.2

CCn1c(=O)c(C(=O)Nc2ccccc2C)c(O)c2ccccc21
  A = 115; B = 109[fluorescence artefact?]; C = 95; D = -1; E = 97; F = /; G = 4; H = -2; I = 1.4

O=c1cc(CN2CCN(c3ccccc3)CC2)c2cc(O)c(-c3ccccc3)cc2o1
  A = 35; B = 84[fluorescence artefact?]; C = 5.0*; D = 35; E = 48*; F = 36; G = -4; H = 79*[fluorescence artefact?]; I = 1.2

c1ccc2c(c1)nc(N1CCOCC1)c1c3ccccc3[nH]c21
  A = 79; B = 87; C = 75; D = -3; E = /; F = -3; G = 6; H = -1; I = 1.1

CC12CC(NC(=O)N1Cc1ccccc1)c1ccccc1O2 (centres undefined)
  A = 107; B = 112; C = 100; D = 1[fluorescence artefact?]; E = 107; F = -2; G = -6; H = 12; I = 1.1

Cn1c(=O)c2c(nc(Br)n2CCSc2ncccn2)n(C)c1=O
  A = 107; B = 105; C = 91; D = 8; E = 95; F = -5; G = 6; H = -6; I = 1.1

CCOC(=O)c1c(NC(=O)Nc2ccccc2)sc(C)c1C
  A = 101; B = 111; C = 68; D = -8; E = 97; F = -1; G = 1; H = -4; I = 1.1

Cc1c(CN2CCC(C)CC2)c(=O)n(-c2ccccc2)n1C
  A = 99; B = 138; C = 48; D = -7[fluorescence artefact?]; E = /; F = -1; G = 42[fluorescence artefact?]; H = -9[fluorescence artefact?]; I = 1.1

CCN(CC)CCNc1nc2c(c(=O)[nH]c(=O)n2C)n1CC(O)COc1ccc(Cl)cc1Cl (centres undefined)
  A = 83; B = 113; C = 77; D = 2; E = 92; F = 8; G = 5; H = -3; I = 1.2

COc1ccc(Nc2nc(CC(C)=O)ns2)cc1OC
  A = 101; B = 95; C = 70; D = -18; E = 115; F = 5; G = -1[fluorescence artefact?]; H = -13; I = 0.9

CC(=O)NC1CC2CCC(C1)N2Cc1ccc(C)cc1 (centres undefined)
  A = 85; B = 117; C = 113; D = -7; E = 95; F = 0; G = 4; H = -5; I = 1.4

Cc1nc(C)c(-c2csc(Nc3cccnc3)n2)s1
  A = 66; B = 95; C = 50; D = -3; E = 31*; F = 19; G = 2; H = -4; I = 1.1

CCOC(=O)N1CCC(N2Cc3cccc(C(=O)NCC4CCN(CC(C)C)C4)c3C2=O)CC1 (centres undefined)
  A = 96; B = 69; C = 71; D = 12; E = 106; F = -1; G = 5; H = 6; I = 1

CCCOC(=O)Nc1ccccc1C(N)=O
  A = 89; B = 112; C = 90; D = -3; E = 89; F = -3; G = 1; H = 4; I = 1.1

COc1ccccc1C(=O)N1CCN(C(=O)COc2cccc(C)c2)CC1
  A = 103; B = 136; C = 93; D = -3; E = 97; F = -2; G = -6; H = 16[fluorescence artefact?]; I = 1

High-throughput results (PubChem)
